STK33 inh: inhibitors of human STK33 kinase | purified STK33, MBP phosphorylation, ADP-Glo luminescence | inhibition, % at 10 µM | hit rate 0.073% among 320,000 | AID 2661;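 active = inhibition at or above 25%, using the most active replicate where run in duplicate; inactive = inhibition below 25%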
Target sequence (Q9BYT3 whole entry, looked up): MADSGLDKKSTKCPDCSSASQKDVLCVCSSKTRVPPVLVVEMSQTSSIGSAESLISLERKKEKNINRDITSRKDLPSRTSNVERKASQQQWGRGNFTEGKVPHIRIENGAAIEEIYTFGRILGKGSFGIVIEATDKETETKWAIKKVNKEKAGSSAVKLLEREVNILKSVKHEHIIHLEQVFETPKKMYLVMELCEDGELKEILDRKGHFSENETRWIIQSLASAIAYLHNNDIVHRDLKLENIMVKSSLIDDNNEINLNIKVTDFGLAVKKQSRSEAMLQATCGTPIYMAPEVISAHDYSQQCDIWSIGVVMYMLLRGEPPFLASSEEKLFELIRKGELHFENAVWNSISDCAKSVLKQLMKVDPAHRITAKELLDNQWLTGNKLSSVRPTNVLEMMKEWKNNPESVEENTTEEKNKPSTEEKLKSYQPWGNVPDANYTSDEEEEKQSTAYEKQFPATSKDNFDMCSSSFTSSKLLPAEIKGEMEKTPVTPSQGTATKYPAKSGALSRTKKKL
Kir21 block: blocks the mouse Kir2.1 inward-rectifier potassium channel. P35561. HEK293-Kir2.1, FluxOR thallium flux fluorescence; stronger effect = lower value. B-score at 10 µM. hit rate 0.85% among 310,000. AID 1672;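 active = fluorescence ratio B-score at or below minus 3 SD of library scores, with starting-brightness B-score within 2 SD, cut at about -4.2 in these data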;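 also: channel flux triggered by added potassium and thallium sulfate stimulus; B-score of peak minus minimum fluorescence over baseline after thallium stimulus; more negative B-score means stronger Kir2.1 block with less thallium influx; some compounds called inactive have numbers as strong as hits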
Target sequence (P35561 whole entry, looked up): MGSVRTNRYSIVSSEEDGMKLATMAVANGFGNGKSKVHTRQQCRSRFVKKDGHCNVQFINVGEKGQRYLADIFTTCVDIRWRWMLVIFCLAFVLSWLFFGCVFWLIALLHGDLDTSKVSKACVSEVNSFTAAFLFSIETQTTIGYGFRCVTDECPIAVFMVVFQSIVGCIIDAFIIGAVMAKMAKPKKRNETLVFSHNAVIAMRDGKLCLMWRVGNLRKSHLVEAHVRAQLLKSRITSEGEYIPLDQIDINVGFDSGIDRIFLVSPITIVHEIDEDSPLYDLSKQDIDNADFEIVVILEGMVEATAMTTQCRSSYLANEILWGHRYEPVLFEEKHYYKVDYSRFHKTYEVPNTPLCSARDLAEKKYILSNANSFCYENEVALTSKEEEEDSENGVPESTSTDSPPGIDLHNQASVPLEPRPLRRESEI
The depositor's hits bear a star; nt = not tested or not shown.

The opening 4 entries, to show the layout:
STK33 inh	Kir21 block	SMILES
-1.3	-1.4	COc1ccc(S(=O)(=O)N(CC(=O)NCC2CCCO2)Cc2ccccc2)cc1 (stereo not drawn)
-1.5	-0.18	Cc1c(C)c2ccc(OCC(=O)NCCCN3CCCC3=O)cc2oc1=O
-3.2	1.5	O=C(OCc1ccccc1)c1cnc(Cl)c(Cl)c1
15	-0.03	O=C1N(c2ccccc2)CCN1c1ccccc1

Main list, previewed entries included:
STK33 inh	Kir21 block	SMILES
-1.3	-1.4	COc1ccc(S(=O)(=O)N(CC(=O)NCC2CCCO2)Cc2ccccc2)cc1 (stereo not drawn)
-1.5	-0.18	Cc1c(C)c2ccc(OCC(=O)NCCCN3CCCC3=O)cc2oc1=O
-3.2	1.5	O=C(OCc1ccccc1)c1cnc(Cl)c(Cl)c1
15	-0.03	O=C1N(c2ccccc2)CCN1c1ccccc1
-1.4	-2.8	CCN1C(=NCc2ccc(OC)cc2)N[C@@H](c2ccccc2)C(C(=O)OC)=C1C
-1.6	1.5	CS(=O)(=O)c1ccc(C(=O)NCC2(N3CCCCC3)CCCCC2)cc1
0.2	0.25	COc1cccc(C2=NO[C@@H]3C(=O)N(Cc4ccccc4)C(=O)[C@H]23)c1OC
-0.8	0.55	Cc1ccc2c(CN3CC(C)CC(C)C3)cc(=O)oc2c1C (stereo not drawn)
-0.8	0.59	O=S(=O)(c1ccc(N2CCN(Cc3ccc4c(c3)OCO4)CC2)nc1)N1CCOCC1
nt	-0.02	CCCn1c(N2CCN(CC(=O)c3c(C)n(C)c4ccc(OC)cc34)CC2)nc2c1c(=O)[nH]c(=O)n2C
-1.0	0.33	CC(C)c1nc(SCC(=O)c2ccccc2)c2c(=O)n(C)c(=O)n(C)c2n1
-0.3	0.01	COc1ccc(N(C)S(=O)(=O)c2ccc3c(c2)NC(=O)CC(=O)N3)c(OC)c1
1.6	-0.32	CCSc1ncnc2c(C#N)c3n(c12)CCCCC3
-0.7	-0.76	CN(C(=O)CSCC(=O)O)C1CCCCC1
-1.7	nt	COc1ccccc1CC(=O)Nc1ccc(S(=O)(=O)N2CC(C)CC(C)C2)cc1 (stereo not drawn)
-0.9	0.01	O=C(Nc1ccc(-c2csc(-c3ccccc3)n2)cc1)c1ccccc1Cl
-1.5	-0.04	COc1ccc(OC)c(CN2CCN(CCCc3ccccc3)C(CCO)C2)c1 (stereo not drawn)
-0.2	1.3	C=CCc1cccc(/C=N/NC(=O)CNc2cccc3ccccc23)c1O
-0.6	0.18	C/C(=N/N=C1/NC(=O)CC(C(=O)Nc2ccccc2)S1)c1cccs1 (stereo not drawn)
-0.3	0.43	Cn1c(=O)c(C(=O)COC(=O)c2cc(C(F)(F)F)nc3c(C(F)(F)F)cccc23)c(N)n(CC2CC2)c1=O
-4.0	-0.64	COC(=O)c1ccc(-n2nnnc2SCc2ccccc2OC)cc1
0.4	1.6	COc1ccc(/C=N/NC(=O)C(C)n2cnc3ccccc3c2=O)cc1 (stereo not drawn)
-0.7	nt	CCOc1ccc(/C=N/NC(=O)c2ccccc2O)cc1CN1CC2CC(C1)c1cccc(=O)n1C2 (stereo not drawn)
0.0	1.4	Nc1ccc(C(=O)n2c3ccccc3c3ccccc32)cc1
-0.4	0.02	COC1=CCC2([N+](=O)[O-])CN(CC(=O)O)CC1([N+](=O)[O-])C2 (stereo not drawn)

Whole records from above. Values in the order: STK33 inh, Kir21 block
Record of COc1cccc(C2=NO[C@@H]3C(=O)N(Cc4ccccc4)C(=O)[C@H]23)c1OC : 0.2, 0.25
Record of CC(C)c1nc(SCC(=O)c2ccccc2)c2c(=O)n(C)c(=O)n(C)c2n1 : -1.0, 0.33
Record of COc1ccccc1CC(=O)Nc1ccc(S(=O)(=O)N2CC(C)CC(C)C2)cc1 (stereo not drawn) : -1.7, nt
Record of CN(C(=O)CSCC(=O)O)C1CCCCC1 : -0.7, -0.76

Later entries:
STK33 inh	Kir21 block	SMILES
0.6	-1.3	CN(/N=C/Cc1nnnn1-c1ccc(Cl)cc1)c1ccccc1
-0.6	0.6	CCCn1nc(NC(=O)C2CCCO2)c2cc3ccc(C)cc3nc21 (stereo not drawn)
7.3	-1.5	CN1CCN(C2CCCCC2NS(=O)(=O)c2ccccc2)CC1 (stereo not drawn)
1.2	0.04	Cn1cc2cc(NC(N)=S)ccc2n1
-2.1	0.42	O=C(CCCCn1c(=O)c2ccccc2n(Cc2ccc(F)cc2Cl)c1=O)NCc1ccco1
-0.5	0.6	COCCCNC(=O)c1ccc(Cn2c(=O)c3ccccc3n(Cc3ccccc3C#N)c2=O)cc1
0.1	0.29	O=C1CC(c2ccc(S(=O)(=O)NCc3ccccc3)cc2)CN1 (stereo not drawn)
0.5	-0.23	CCOC(=O)c1sc(=S)n(CC)c1NC(=O)c1ccccc1C
-3.3	0.01	O=S(=O)(Nc1ncccn1)c1ccc(Cl)cc1
0.1	0.32	CCOC(=O)Nc1ccc2c(c1)N(C(=O)CCCl)c1ccccc1[S@]2=O
-0.8	0.39	CNC(=O)c1[nH]cnc1C(=O)N[C@@H](CCCCNC(=O)OC(C)(C)C)C(=O)OC(C)(C)C
-0.3	0.24	CON1C(=O)C(=O)N(OC)C(C)(C)C1C (stereo not drawn)
-2.1	0.72	C#CCNC(=O)C1=C[C@H](C(C)(C)C)C[C@H](OCc2ccc(CO)cc2)O1
0.5	-0.68	CN(C(=O)c1cc2n(n1)C(C(F)(F)F)CC(c1ccco1)N2)c1ccc(OC(F)(F)F)cc1 (stereo not drawn)
5.8	-0.06	O=c1nccc(N/N=C/c2ccccc2O)[nH]1
0.1	-0.12	CCC(c1nnnn1CCOC)N(Cc1cc2c(C)cc(C)cc2[nH]c1=O)CC1CCCO1 (stereo not drawn)
-0.5	0.47	Cc1ccc(C)c(N2CCN(C(=O)c3cn(C)c4ccc(S(=O)(=O)N(C)C)cc4c3=O)CC2)c1
-3.5	0	CCOc1ccccc1NC(=O)N1CCC(NC(=O)c2ccccc2C)CC1
0.0	0.78	CC(=O)Nc1ccc(/C=C(\C#N)C(=O)NC2CCCCC2)cc1
-1.5	-0.66	COc1cccc(N2CCN(c3nc(C)c(C)c(=O)[nH]3)CC2)c1
3.0	-0.68	COc1cc(/C=C2\SC(=S)N(N(C)c3ccccc3)C2=O)ccc1O
-1.5	0.9	CC(=O)Nc1ccc(N2C(=O)CSC2c2cccc(Br)c2)cc1 (stereo not drawn)
-0.2	-1.1	Cc1ccc(NCc2ccccc2F)cc1
-1.9	-0.64	FC(F)(F)c1cccc(Cc2noc(CN3CCSCC3)n2)c1
-0.4	-0.94	COc1ccccc1CNC(=O)C(C)c1ccc([N+](=O)[O-])cc1 (stereo not drawn)

The results go on:
STK33 inh	Kir21 block	SMILES
0.0	3.1	CCc1nc(NCC2CCCO2)c(C#N)c2c1COC(C)(C)C2 (stereo not drawn)
-0.5	-0.02	CC1=C(C(=O)OCC2CCCO2)C(c2coc3ccc(Cl)cc3c2=O)C2=C(CCCC2=O)N1 (stereo not drawn)
0.6	-2	CCOc1ccccc1C(=O)NC(C)c1ccc2c(c1)OCO2 (stereo not drawn)
-3.1	-1.6	CC1=NN(C(=O)Cc2ccc([N+](=O)[O-])cc2)C(O)(c2ccccc2)C1 (stereo not drawn)
0.3	-1.1	CCCCn1c(/C=C/c2ccco2)nc2ccccc21
-2.4	2.9	CCN(CC)CCNC(=O)c1cn(-c2ccccc2)nc1-c1cccs1
-0.4	0.55	O=C(CCCn1c(=O)c2cccn2c2cccnc21)NCc1cccc(Br)c1
-0.3	-1.6	CCOC(=O)c1c(C)[nH]c(C)c1C(=O)COC(=O)c1ccc(Cl)c(S(N)(=O)=O)c1
-1.0	-0.07	CC(/C=C\c1ccccc1)=C/C(=O)O
-1.4	1.1	CCCN1CCN(CCCNC(=O)c2ccc(NC(=O)C3=C(C)OCCS3)cc2)CC1
nt	-0.56	CCOc1ccc(NC(=O)CSc2ccc(-c3ccccn3)nn2)cc1
0.9	-1.2	CN(C)C(=S)c1ccc(N(C)C)cc1
-0.6	-0.43	Cc1cc(C)c2cccc(N)c2n1
0.7	-0.25	CCCN(C(=O)CSc1nc2c(cnn2-c2ccccc2)c(=O)[nH]1)C1CCS(=O)(=O)C1 (stereo not drawn)
-1.5	-0.44	COc1ccccc1NC(=O)/C=C1\SCC(=O)N1C
-2.0	-1	O=C(CSc1nnc(NC(=O)c2ccc(S(=O)(=O)N3CCOCC3)cc2)s1)Nc1ccccc1C(F)(F)F
2.0	nt	CC(=O)c1c(C)[nH]c(C(=O)OCC(=O)c2c(N)n(CC(C)C)c(=O)n(C)c2=O)c1C
0.7	0.15	Cc1cccc(NC(=O)c2ccc(C(=O)Nc3cccc(C)c3)nc2)c1
-0.5	1.6	O=C(Oc1ccc(/C=N/Nc2nc(N3CCCCC3)nc(N3CCCCC3)n2)cc1)c1ccco1
-0.6	-0.28	COC(=O)c1ccc(C)c(NC(=O)C2COc3ccccc3O2)c1 (stereo not drawn)
3.1	-1.6	COc1ccc(O[C@H]2C=C[C@@H](c3ccccc3)O[C@@H]2COC(=O)CC/C(C)=N/OC[C@@H](O)COCc2ccco2)cc1
-1.1	1	O=C1CC(N(CCc2ccccc2)C(=S)Nc2cc(Cl)ccc2Cl)C(=O)N1c1c(Cl)cccc1Cl (stereo not drawn)
-1.5	-2.2	Cc1ccc(O)c(NC(=O)CCCC(=O)O)c1
-1.0	-0.96	CC1=CC(C)C2(CO)COC(c3ccc(O)cc3)C1C2C (stereo not drawn)
2.4	0.83	O=C(O)c1ccccc1CSc1ncn[nH]1

Additional compounds
STK33 inh	Kir21 block	SMILES
0.0	-0.47	Cc1ccc(Oc2nnc(-c3ccc(C)cc3)c3ccccc23)cc1
-0.1	0	CCCNC(=O)CC(NS(=O)(=O)c1ccc(OC)cc1)c1ccco1 (stereo not drawn)
-0.4	0.92	Cc1cc2c(cc1S(=O)(=O)CCC(=O)NCCc1ccccc1)OCC(=O)N2
-1.1	1.4	CCCCC(=O)Nc1ccc(C(=O)NCC(=O)OC)cc1
0.0	nt	Cc1noc(C)c1-c1ccc2ncnc(NC(C)c3ccco3)c2c1 (stereo not drawn)
2.1	0.43	Cc1sc(NC(=O)/C=C/C(=O)O)c(C(N)=O)c1-c1ccc(C(C)(C)C)cc1
0.0	-2.3	COc1cc(NS(=O)(=O)c2ccc(NC(=S)NC(C)=O)cc2)nc(OC)n1
-2.4	-1.3	Cc1ccc(NC(=O)CN(C)c2ccc(S(=O)(=O)N3CCCC3)cn2)cc1
0.4	-0.74	CCN(CC)c1ccc(C(=O)NNC(=O)c2cccn2C)cc1
0.4	nt	COc1cccc(CNC(=O)COC(=O)c2nc(Cl)c(Cl)c(Cl)c2Cl)c1
nt	0.45	Fc1ccc(CNc2nc(-c3ccccc3)nc3ccccc23)cc1
-0.3	-1.1	CCNS(=O)(=O)c1ccc(NC(=O)Cn2nc(C(F)(F)F)cc2C)cc1
0.4	-0.32	COc1ccc2cc(C(=O)/C=C/c3cc(OC)c(O)c(OC)c3)ccc2c1
-1.6	-0.99	COc1ccc(Cl)cc1NC(=O)c1nnn(CC(=O)Nc2ccc(OC)c(OC)c2)c1N
-0.8	-0.33	COc1ccc(CNC(N)=O)cc1
-2.9	-2.3	Cc1cc(OCC(=O)NC(C)c2ccccc2)ccc1[N+](=O)[O-] (stereo not drawn)
-0.4	-1.6	Cc1cccc(C)c1NC(=O)CNCC(=O)Nc1c(C)cccc1C
0.5	-0.86	COc1ccc(S(=O)(=O)Nc2ccc(OCC(=O)O)cc2)c2ccccc12
-2.3	1	O=C(COc1ccccc1)NCCS(=O)(=O)N1CCN(c2ccccc2)CC1
-0.5	nt	O=C(NCCCn1ccnc1)Nc1cccc2ccccc12
-0.3	-0.66	CCC(=O)N1CCN(c2ccccc2NC(=S)NC(=O)c2cccc([N+](=O)[O-])c2)CC1
nt	-0.21	O=C(Nc1nsc(-c2ccccc2)n1)c1ccc(F)cc1
0.1	0.16	COC(=O)C1=C(O)/C(=C\c2sccc2C)N=C1C
-0.8	-0.28	Cc1[nH]n(-c2ccccc2)c(=O)c1N=Nc1ccccc1C(=O)N1CCOCC1
6.2	-2.7	O=C(CSc1cccc[n+]1[O-])c1cc(Cl)ccc1Cl

Additional entries follow.
STK33 inh	Kir21 block	SMILES
-0.5	-0.01	OCCn1c(-c2ccc(F)cc2)csc1=Nc1ccccc1
1.0	nt	CCC(=O)c1ccc(OCC(=O)OCC(=O)N2CCc3ccccc3C2)cc1
2.1	0.77	COc1ccc(-c2nc(N)ncc2-c2ccc(Cl)cc2)c(O)c1
-2.1	0.03	CCN(CC)S(=O)(=O)c1cc(NS(=O)(=O)c2cc(Cl)ccc2Cl)ccc1C
-2.1	-0.35	CC(=O)Oc1cccc(C(=O)Nc2c[nH]c(=O)[nH]c2=O)c1
-1.1	-0.17	O=C(N/N=C/c1cc(Cl)ccc1O)c1cccnc1
-0.1	-0.46	Cc1cc(C)cc(C(=O)NC(CC(N)=O)c2ccc(NC3CCCC3)c([N+](=O)[O-])c2)c1 (stereo not drawn)
-1.2	-0.02	CC(=O)c1cccc(CN2CCC(C(=O)Nc3ccc(-c4cccc(C)c4)cc3)CC2)c1
-0.6	2.4	O=[N+]([O-])c1ccc2n[nH]nc2c1
-0.4	-0.04	CN1CCN(/C=C(\C#N)S(=O)(=O)c2ccc(Cl)cc2)CC1
-0.8	-1.2	Cn1c(=NC(=O)COc2ccccc2)sc2cc(F)cc(F)c21
-0.1	2.6	O=C(Cc1ccccc1)Nc1ccc(NC(=O)C2CCCCC2)nc1
-2.2	2.4	COC(=O)C(C(=O)OC)c1ccc(NC(=O)c2cccc(Cl)c2)cc1

Exported bar-delimited: two of the compounds above.
compound | STK33 inh | Kir21 block
O=C(Cc1ccccc1)Nc1ccc(NC(=O)C2CCCCC2)nc1 | -0.1 | 2.6
Cc1cc(C)cc(C(=O)NC(CC(N)=O)c2ccc(NC3CCCC3)c([N+](=O)[O-])c2)c1 (stereo not drawn) | -0.1 | -0.46
